MCF10A rereplic: induces DNA re-replication in MCF 10a normal breast cells; MCF 10A DNA re-replication, Hoechst nuclear intensity, 48 h; Potency, µM (series often up to 46.1 µM), for inactives: top-dose activity, positive = re-replication, hits mostly activators; 2.9% of 350,000 active; also: potency is read from the fitted curve at half-maximal effect; % of control where 0% means no effect; nearly all actives have a fitted effect of over 50% in size
ATXN2 expr inh: ATXN2 expression inhibition; HEK-293 ATXN2-luciferase reporter, luminescence, 24 h; Potency, µM (series often up to 57 µM), for the others: at the top dose activity change, negative = inhibition, usual class: inhibitors; 0.72% of 360,000 active; AID 1745845; also: potency is read from the fitted curve at half-maximal effect; % is scaled to controls: 0 for no effect and ±100 for the full control effect; nearly all actives have a fitted effect of over 55% in size
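ATXN2-luciferase reporter cells (luciferase flanked by upstream and downstream ATXN2 gene portions) were treated 24 h at 37 °C with compounds at up to 57 uM. SteadyGlo luminescence gave expression; GF-AFC fluorescence gave viability.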
KB-3-1 cytotox: KB-3-1 parental cell cytotoxicity; KB-3-1 viability, CellTiter-Glo ATP luminescence, 72 h; Potency, µM (titrated, usually from 46.1 µM), for inactives: at the highest dose activity change, negative = cytotoxic, most hits filed as cytotoxic; 1.4% of 400,000 active; also: potency is read from the fitted curve at half-maximal effect; % is scaled to controls: 0 for no effect and ±100 for the full control effect; nearly all actives have a fitted effect of over 60% in size
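Screening of KB-3-1 cells (DMEM, 10% FBS, phenol-red free) ran from lowest to highest compound concentration; after 72 h at 37 °C viability was read luminescently and curves fitted.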
SW480 rereplic: induces DNA re-replication in SW480 colon adenocarcinoma cells | SW480 DNA re-replication, Hoechst DNA content imaging, 48 h | Potency, µM (series often up to 46.1 µM), inactives show at the top dose re-replication activation, actives largely listed as activators | 1.8% of 340,000 active | AID 624297; also: potency is read from the fitted curve at half-maximal effect; % of control where 0% means no effect; nearly all actives have a fitted effect of over 55% in size
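250 cells/well; 23 nL cpd via pin tool; 48 hr, 37 C, 5% CO2; Hoechst 40 min; imager read of total nuclear intensity, ex 405/em 500-530 nm.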
ATXN viability: reduces viability in counter-screen for ATXN expression inhibitors; S2 cells (HEK-293 line with an ATXN2-luciferase reporter) viability, CellTiter-Fluor protease fluorescence, 24 h; Potency, µM (highest dose often 56.7 µM), usual class: cytotoxic; 0.49% of 400,000 active; AID 651635; also: potency is read from the fitted curve at half-maximal effect; nearly all actives have a fitted effect of over 40% in size
HT1080NT lethal: kills 2HG-producing HT-1080-NT fibrosarcoma cells; HT-1080-NT fibrosarcoma viability, CellTiter-Glo ATP luminescence, 48 h; Potency, µM (highest dose often 46.1 µM), for inactives: at the top dose activity, negative = less viability, actives largely listed as cytotoxic; 1.6% of 360,000 active; AID 686970;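 also: NT is the 2HG producing partner of a matched IDH1 knockdown line; potency is read from the fitted curve at half-maximal effect; 0% = DMSO-treated cells and -100% = media-only wells without cells; nearly all actives have a fitted effect of over 55% in size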
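750 cells/well, RPMI + 5% FBS; 2 h settle, compound pin-transfer, 48 h at 37 degrees C. CellTiter-Glo 10 min RT, luminescence. Normalized to DMSO and media-only wells.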
IL-1B inflam inh: inflammasome signaling inhibition, IL-1 beta readout. THP-1 LPS/ATP IL-1B secretion, AlphaLISA, 16 h; active compounds read low. activity change, % at 57.5 µM. 4.7% of 360,000 active. AID 743279; in the data active = activity change below about -50%; inconclusive = mostly about -30% to -49%; also: % is scaled to controls: 0 for no effect and ±100 for the full control effect
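Secreted IL-1B measured by AlphaLISA bead assay after 16 h compound exposure of THP-1 cells; compounds (final up to 57.5 uM) added 1 h before LPS (250 ng/mL) and ATP (1.25 mM) stimulation; lower signal means less secretion.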
HT1080 IDH1KD tx: HT-1080 IDH1 knockdown cell toxicity (counter line). Potency, µM (doses to about 46.1 µM), for inactives: at the top dose activity, negative = toxicity, hits mostly cytotoxic. AID 686971. 2% of 360,000 active. HT-1080 IDH1 knockdown viability, ATP luminescence, 48 h;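 also: potency is read from the fitted curve at half-maximal effect; 0% = DMSO wells and -100% = cell-free medium wells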
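Cytotoxicity counter-line: IDH1KD HT-1080, 48 h, CellTiter-Glo. Curves classed by r2, magnitude and activity.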
HepG2 viability: HepG2 cytotoxicity, counter-screen for TGF-b inhibitors; HepG2 CAGA-GFP viability, ATP luminescence, 18 h; Potency, µM (series often up to 46.1 µM), for inactives: at the top dose activity change, negative = cytotoxicity, usual class: cytotoxic; 0.76% of 410,000 active; AID 588856; also: potency is read from the fitted curve at half-maximal effect; some results filed as inactive show a strong effect at the top dose
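HepG2 CAGA-GFP cells (1000/well, DMEM with 1% FBS) received compound, then TGF-beta at 500 pg/mL final, and were incubated 18 hours at 37 degrees C. Viability was read by CellTiter-Glo luminescence. Media-only wells were set as complete cell-killing and DMSO as no toxicity.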
* hit, by the source's call; i = inactive; ? = inconclusive; · = no result given; & = joins results of further samples; [ ] = dose if it differs, or a comment. Unless noted, calls follow the shape of the dose curve; as a rule, active = well fitted curve in the direction sought with a large enough effect; inconclusive = small, poorly fitted or top-dose-only effect, or another doubt; inactive = no such curve, though single readings can be large; an effect the other way counts as inactive or inconclusive.

SMILES	MCF10A rereplic	ATXN2 expr inh	KB-3-1 cytotox	SW480 rereplic	ATXN viability	HT1080NT lethal	IL-1B inflam inh	HT1080 IDH1KD tx	HepG2 viability
CCCCc1c(C)nc2ccc(C)cc2c1SCCC(=O)O	1%	17%	20%	13%	i	-8%	2	-14%	-12%
COC(=O)c1cc2n(n1)CCN(Cc1ccc(C)cc1)C2=O	-7%	11%	17%	-7%	?	16%	3	13%	-1%
CN1CCN(C(=O)CN(C)S(=O)(=O)c2cc(Cl)ccc2Cl)CC1	-3%	-4%	0%	15%	i	-1%	-2	-4%	-7%
C=CCC1(O)CC(c2ccco2)NC(c2ccco2)C1CCC (stereo unspecified)	0%	-21%	4%	-4%	i	-2%	-16	6%	-27%
COc1ccccc1NC(=O)CN1C(=O)NC(C)(C)C1=O	-21%	0%	6%	-4%	i	1%	8	9%	2%
CCN(CC)C(=O)C(Sc1ccccc1)c1ccccc1 (stereo unspecified)	14%	-6%	-1%	15%	i	3%	?	1%	-24%
Cc1cccc(-n2c3nc(=O)[nH]c(=O)c-3cc3c(C)nn(-c4ccccc4)c32)c1C	-10%	5%&-1%	19%&0%	-4%	i	6%	10	14%	-1%&-17%
Cc1ccc(-n2cc3c(c2-c2ccccc2Br)c(=O)n(C)c(=O)n3C)cc1N	·	-5%	3%	·	?	·	·	·	-38%
Cc1cccc(N2CCN(C(=O)c3cccc(N4C(=O)C5CC=CC(C)C5C4=O)c3)CC2)c1C (stereo unspecified)	?	-17%	-16%	1%	i	1%	-13	-14%	-6%
Cc1onc(-c2c(Cl)cccc2Cl)c1C(=O)NCC1CCCO1 (stereo unspecified)	4%	6%	8%	0%	?	-4%	27	-1%	1%
COc1ccc(-n2c(=O)cc(N3CCCCCC3)[nH]c2=O)cc1	-3%	9%	8%	-12%	?	5%	-9	16%	4%
COc1ccc2c(ccc[n+]2[O-])c1	-3%	2%	2%	-12%	i	7%	2	-1%	1%
CCc1ccccc1N(CC(=O)NCc1ccco1)C(=O)CCC(=O)Nc1nccs1	-1%	2%	0%	-1%	i	2%	-21	1%	1%
CCOC(=O)c1oc2c(c1C)C(=O)CCC2	-3%	0%	3%	-6%	i	0%	-5	-12%	-2%
CSc1ccc(CNCc2ccco2)cc1	-9%	6%	-2%	?	i	5%	-6	0%	4%
CC(C)N(C(=O)CSc1nc2ccccc2c(=O)[nH]1)C(C)C	3%	18%	12%	-11%	i	-13%	32	-17%	2%
CCOc1ccccc1CN1CCN(Cc2cc(=O)c3ccccc3[nH]2)CC1CCO (stereo unspecified)	?	0%	?	?	?	-10%	49	-27%	1%
Cc1ccccc1S(=O)(=O)N1[C@@H](c2cccc(Cl)c2)C(C(=O)O)=CC[C@H]1c1ccc(Cl)cc1	?	3%	8%	-2%	i	-23%	16	-5%	-40%
COc1ccc(C(=O)O/N=C(\N)c2ccc(Br)cc2)cc1	-3%	40%[activator]	3%	0%	i	0%	-13	1%	3%
O=C(C[C@H]1CC[C@@H](NC(=O)C2CC2)[C@@H](CO)O1)NCc1ccccc1Cl	·	·	9%	·	·	18%	35	13%	·
COc1ccc(CNC(=O)[C@@H](NC(=O)C2CCN(C(=O)[C@@H]3CCCN3C(=O)OC(C)(C)C)CC2)C(C)C)cc1	-2%	4%	0%	-2%	i	3%	4	8%	-12%
O=C(CSc1nccc(=O)[nH]1)Nc1ccc(N2CCOCC2)c(Cl)c1	3%	-19%	-7%	-3%	i	0%	17	3%	1%
Cc1cc(S(=O)(=O)NCc2ccccc2)ccc1OCC(=O)NCc1ccccn1	-2%	-2%	2%	-2%	i	-3%	-6	-5%	12%
Cc1ccc(N2CCN(/N=C/c3ccccc3[N+](=O)[O-])CC2)cc1	2%	-14%	-19%	-2%	i	0%	-20	8%	-26%
CC(=O)c1cccc(N(C(=O)CNC(=O)c2cccs2)C(C(=O)NCC2CCCO2)c2ccccc2)c1 (stereo unspecified)	-26%	7%	-3%	-6%	i	0%	3	1%	-3%

A draw from above in order of count of non-hydrogen atoms, rising.
SMILES	MCF10A rereplic	ATXN2 expr inh	KB-3-1 cytotox	SW480 rereplic	ATXN viability	HT1080NT lethal	IL-1B inflam inh	HT1080 IDH1KD tx	HepG2 viability
CCOC(=O)c1oc2c(c1C)C(=O)CCC2	-3%	0%	3%	-6%	i	0%	-5	-12%	-2%
C=CCC1(O)CC(c2ccco2)NC(c2ccco2)C1CCC (stereo unspecified)	0%	-21%	4%	-4%	i	-2%	-16	6%	-27%
Cc1ccc(-n2cc3c(c2-c2ccccc2Br)c(=O)n(C)c(=O)n3C)cc1N	·	-5%	3%	·	?	·	·	·	-38%

An excerpt from above, reduced to MCF10A rereplic.
SMILES	MCF10A rereplic
CCOC(=O)c1oc2c(c1C)C(=O)CCC2	-3%
CCOc1ccccc1CN1CCN(Cc2cc(=O)c3ccccc3[nH]2)CC1CCO (stereo unspecified)	?

Next part.
SMILES	MCF10A rereplic	ATXN2 expr inh	KB-3-1 cytotox	SW480 rereplic	ATXN viability	HT1080NT lethal	IL-1B inflam inh	HT1080 IDH1KD tx	HepG2 viability
COc1ccc(S(=O)(=O)N(C)CC(=O)NCc2ccco2)cc1	-8%	1%	17%	-7%	i	-6%	-6	10%	7%
Cc1ccc(C(C)C)c(OCC(=O)N/N=C/c2ccc(S(=O)(=O)O)o2)c1	0%	·	0%	-3%	i	4%	6	-3%	65%
COc1ccc(C=O)c(-c2c(-c3ccccc3OC)sc3ccccc23)c1	·	-18%	-10%	·	?	?	5	?	·
O=C(Cn1c(-c2cscn2)nc2ccccc21)Nc1ccc(Cl)cc1	17%	-4%	-24%	-2%	i	-23%	-3	-25%	-1%
CSCCC(NC(=O)COc1ccccc1)C(=O)NCCOc1ccc(C)cc1 (stereo unspecified)	9%	-19%	·	5%	i	2%	-1	1%	-16%
CCCCn1c(N)c(N(CCOC)C(=O)c2cc(Cl)nc3ccccc23)c(=O)[nH]c1=O	0%	6%	?	-5%	i	-1%	35	-1%	3%
O=C(CC1C(=O)NCCN1Cc1ccccc1)NC1CCCCC1 (stereo unspecified)	·	·	3%	·	i	1%	13	7%	-3%
O=[N+]([O-])c1cccc(NC(=S)N2CCN(c3ccccn3)CC2)c1	4%	-28%	-5%	-9%	i	-21%	12	?	-2%
Cc1cc(C)c(N(C(=O)Cn2nnc3ccccc32)C(C(=O)NC(C)(C)C)c2ccsc2)c(C)c1 (stereo unspecified)	24%	-4%	-9%	20%	i	6%	12	-24%	-14%
Cn1c(=O)n(C)c2cc(S(=O)(=O)N3CCCc4ccccc43)ccc21	?	8%	-19%	12%	i	?	28	-10%	14%
CCN1CCN(c2nc(Nc3ccccc3)nc(N)c2[N+](=O)[O-])CC1	-80%[inhibitor]	-2%	9%	95%	i	12%	3	12%	-9%
CCc1cccc2c(C=C(C#N)C#N)cn(CC(=O)N3CCCCC3)c12	22%	-17%	-1%	2%	i	3%	-5	7%	-1%
CCCCC(=O)Nc1ccc(NC(=O)c2ccc(C)c([N+](=O)[O-])c2)cc1OC	10%	-11%	-1%	-3%	i	-3%	7	-3%	-8%
O=C(Nc1ccc2c(c1)OCCO2)C(c1ccnc2ccccc12)N1CCN(c2ccc(F)cc2)CC1 (stereo unspecified)	·	5%	-2%	·	i	-3%	-8	-13%	-22%
Cn1c(N)c(C(=O)CSc2nnc3n2CCCCC3)c(=O)n(C)c1=O	0%	-2%	0%	-6%	i	8%	-5	1%	2%
CS(=O)(=O)N(CC(=O)N1CCN(Cc2ccccc2)CC1)c1ccccc1Br	-4%	62%[activator]	1%	?	i	-8%	-12	-4%	-38%
CCCSC1=C(C#N)C(c2cccs2)C(C(=O)Nc2ccccc2)=C(C)N1 (stereo unspecified)	-3%	2%	-4%	-2%	i	-8%	-4	-5%	1%
CC(C)Oc1ccc(C(=O)Nc2ccc(N3CCCC3)cc2)cc1	-3%	-2%	-16%	-2%	i	-20%	5	?	2%
NC(=O)NN=C1CC2CC1C1C=CCC21 (stereo unspecified)	-5%	-17%	-1%	-4%	i	-4%	0	0%	-5%
Cc1cccc(NC(=O)c2ccc3c(=O)n(CC4CCCO4)c(=S)[nH]c3c2)c1 (stereo unspecified)	3%	-34%	-2%	6%	i	-19%	-10	-17%	-11%
CCC(Sc1nnc(-c2ccc(OC)cc2)c(-c2ccc(OC)cc2)n1)C(=O)Nc1cccc(OC)c1 (stereo unspecified)	·	8%	-4%	·	?	·	·	·	0%
COC(=O)[C@]12CCCCC=C1N(Cc1ccccc1)C(=O)[C@H](CC(=O)NCc1cccc(C(F)(F)F)c1)C2	·	-24%	?	·	?	?	-18	?	·
COc1ccc(NC(=O)N2CCN(c3nc4ccccc4n3C(C)C)CC2)cc1	3%	-16%	-3%	-8%	i	-19%	-1	-7%	2%

Full records from above.
CCc1cccc2c(C=C(C#N)C#N)cn(CC(=O)N3CCCCC3)c12 is listed with MCF10A rereplic = 22%; ATXN2 expr inh = -17%; KB-3-1 cytotox = -1%; SW480 rereplic = 2%; ATXN viability = i; HT1080NT lethal = 3%; IL-1B inflam inh = -5; HT1080 IDH1KD tx = 7%; HepG2 viability = -1%
CCOC(=O)c1oc2c(c1C)C(=O)CCC2 is listed with MCF10A rereplic = -3%; ATXN2 expr inh = 0%; KB-3-1 cytotox = 3%; SW480 rereplic = -6%; ATXN viability = i; HT1080NT lethal = 0%; IL-1B inflam inh = -5; HT1080 IDH1KD tx = -12%; HepG2 viability = -2%

Bioassay records (PubChem)

The order is random; about 8.9% have a hit in one of these screens.
